aSyn yeast rescue = inhibitors of alpha-synuclein toxicity in yeast; S. cerevisiae alpha-synuclein toxicity rescue, BacTiter-Glo growth, 24 h; 0.02% of 94,000 active; Potency, µM (series often up to 46.1 µM), inactives show at the top dose growth rescue (activation), actives largely listed as activators; active means well fitted activation curve with a large enough effect; inconclusive means small, poorly fitted or top-dose-only effect; further: 0% is about no effect
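Growth restoration measured by BacTiter-Glo luminescence after 24 hr at 30 deg C; alpha-synuclein yeast, raffinose-pregrown to mid-log, were added at OD600=0.02 in galactose medium onto pinned compounds.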
An asterisk follows results filed as active; u = inconclusive; [ ] = another dose, or the depositor's remark. Potency means the concentration at half of the fitted maximal effect. Only part of the results is shown; count on the stated rates, not on these rows.

SMILES | aSyn yeast rescue
COc1ccc(Br)cc1CNC(=O)CCCn1c(=O)c2cccn2c2cccnc21 | -13%
COc1ccc(C)c(NC(=O)C2CC(=O)NC3=C2C(=O)CCC3)c1 (stereo not given) | -2%
O=C(O)Cn1nnc(-c2ccc(OCc3ccccc3)cc2)n1 | 6%
COc1ccc(C2=NN(CC(=O)NCc3ccccc3Cl)C(=O)CC2)cc1 | 1%
Cc1ccccc1CN1C(=O)c2ccccc2Sc2ccc(C(=O)NC3CCCC3)cc21 | 2%
CCN1C(=O)C2(c3ccccc31)c1c(oc3ccc(F)cc3c1=O)C(=O)N2CCCOC (stereo not given) | 10%
Cc1ccc2nc(-c3ccc(Cl)s3)c(Nc3ccc4c(c3)OCCO4)n2c1 | -5%
COc1cc(/C=C2/C(=O)NN(c3ccc(Cl)cc3)C2=O)cc(OC)c1O | -4%
COc1cccc(C2CC(=O)C3=C(C2)Nc2ccccc2N(C(=O)CCC(=O)O)C3c2ccc(F)cc2)c1 (stereo not given) | -3%
O=C(/C=C/c1ccccc1)NC(=S)Nc1ncccn1 | 2%
Cc1oc(-c2ccc3c(c2)OCCO3)cc1C(=O)NC(Cc1ccccc1)C(=O)O (stereo not given) | 2%
CCN(CC)C(=O)c1sc(NC(=O)c2nc3ncccn3n2)c(C(=O)OC)c1C | -3%
Cc1ccc(C(=O)OCC(=O)NC2CCCCCC2)c(C)c1 | 3%
O=c1[nH]c2ccccc2n1CCCN1CCCCC1 | 8%
CC(C)(C)c1ccc(C2=NC(C)(C)N(CC(=O)Nc3ccc(F)c(F)c3)C2=O)cc1 | 3%
COC(=O)c1ccccc1S(=O)(=O)NCc1nc2nc(C)cc(C)n2n1 | 2%
Cc1ccc(S(=O)c2ccc([N+](=O)[O-])c3nonc23)cc1 (stereo not given) | -80%[inhibitor]
COc1ccc(NC(=O)CSc2nc3c([nH]c4ccccc43)c(=O)n2C)cc1 | -8%
CCOc1ccccc1NC(=O)CN(C)S(=O)(=O)c1ccc2nc(C)sc2c1 | 5%
Cc1nc2nc(SCC(=O)NCc3ccccc3)nn2c(C)c1Cc1ccccc1 | 0%

For reference, part of the list above.
SMILES | aSyn yeast rescue
COc1cccc(C2CC(=O)C3=C(C2)Nc2ccccc2N(C(=O)CCC(=O)O)C3c2ccc(F)cc2)c1 (stereo not given) | -3%
O=C(/C=C/c1ccccc1)NC(=S)Nc1ncccn1 | 2%
Cc1oc(-c2ccc3c(c2)OCCO3)cc1C(=O)NC(Cc1ccccc1)C(=O)O (stereo not given) | 2%

Continued:
SMILES | aSyn yeast rescue
Cc1ccc(S(=O)(=O)NCCCCCCNS(=O)(=O)c2ccc(C)cc2)cc1 | 15%
CCOP(=O)(OCC)/C(=N/OC(=O)c1cccc([N+](=O)[O-])c1)C(N)=O | 10%
CCN(CC)C(=O)C1CCN(c2cc(C)nc3c(-c4ccc(OC)c(OC)c4)c(C)nn23)CC1 | -13%
COc1ccc(CC2(C)OC(c3ccc(C)cc3)=NN2C(C)=O)cc1 (stereo not given) | 18%
Cn1c(=O)oc2cc(S(=O)(=O)CCC(=O)NCCc3ccc(Cl)cc3)ccc21 | -9%
COCCCNC(=O)C1CCN(c2cc(C)nc3c(-c4ccc(Cl)cc4)c(C)nn23)CC1 | 4%
C/C(=N/NC(=O)CNC(=O)C1COc2ccccc2O1)c1ccc2c(c1)OCCO2 (stereo not given) | 3%
O=C(CSc1nccc(=O)[nH]1)c1cc2ccccc2o1 | -1%
Cc1cc(C)cc(NC(=O)CN(c2ccc(F)cc2)S(C)(=O)=O)c1 | 5%
COC(=O)c1ccc(OC)c(Cn2c(=O)n(Cc3ccccc3)c(=O)c3c2c2cc(OC)ccc2n3C)c1 | 4%
CCC1CN(C(=O)NCc2ccc(C)cc2)c2cc(C)ccc2O1 (stereo not given) | 10%
COc1cc(C=NN2CCCCC2)cc(OC)c1OC | 7%
O=C(OCc1cn([C@@H]2C[C@H](c3ccc(Cl)cc3)N(CC3CCCCC3)C[C@H]2O)nn1)c1ccccc1 | -8%
O=C(c1ccccc1)N1CCN(c2cc(-c3ccccc3)nc3cc(-c4cccc(Cl)c4)nn23)CC1 | 12%
CC(C)Oc1ccc(CNC(=O)c2ccccc2NC(=O)c2nsc3ccccc23)cc1 | -5%
CCN(CC)C(=O)C1=C(C)N(Cc2ccc(OC)cc2)C(=O)C(CC(=O)NCCCCc2ccccc2)C1 (stereo not given) | -4%
Cc1nonc1C(=O)N/N=C/c1ccccc1 | -3%
C=CCNC(=S)N/N=C/c1ccc(OCc2ccccc2)cc1 | 4%
COc1cccc(-n2c(SCC(=O)Nc3ccc4c(c3)OCO4)nc3c([nH]c4ccccc43)c2=O)c1 | u
O=C(Nc1cc(Cl)ccc1N1CCOCC1)c1ccc2c(c1)OCO2 | 0%

The list continues:
SMILES | aSyn yeast rescue
CC(C)Oc1ccc(CNS(=O)(=O)c2cnc(N)nc2)cc1 | 2%
O=C(/C=C/c1ccc(Cl)cc1)N1CCN(c2c(Cl)cccc2[N+](=O)[O-])CC1 | 15%
C[C@H](CO)N1C[C@H](C)[C@@H](CN(C)Cc2ccc(-c3ccccc3)cc2)OCc2cnnn2CCCC1=O | 8%
O=C(c1cccs1)N1C[C@@H](n2cc(-c3ccc(F)cc3)nn2)[C@H](O)C[C@@H]1c1ccccc1 | 1%
CCOc1cccc2sc(NC(=O)c3ccc(S(=O)(=O)N4CCCCC4C)cc3)nc12 (stereo not given) | -11%
CC1CCN(CCCNC(=O)c2cc3c(=O)n(C)c4ccccc4c3n2C)CC1 | -5%
CCS(=O)(=O)N1CCC(n2c(C)nc3cccnc32)CC1 | 2%
O=C(COc1ccc(Cl)cc1Cl)N1CCN(C(=O)c2ccco2)CC1 | -9%
CCCCCOc1ccccc1CN1C(=O)C(=O)c2cc(C)ccc21 | -28%
CCOc1ccc(-c2nc(CSCC(=O)NCc3ccc(Cl)cc3)c(C)o2)cc1 | 7%
C=CCNC(=O)CSc1nc2sc3c(c2c(=O)n1CCC)CCC3 | 0%
Cn1c(=O)c2nc3ccc(NC(=O)C(F)(F)F)cc3nc2n(C)c1=O | -7%
CC(C)Oc1ccc(C(=O)Nc2nc3c(s2)CC(C(C)(C)C)CC3)cc1 (stereo not given) | -3%
COCCn1c(N)c(N(Cc2ccccc2)C(=O)CSCC(=O)Nc2ccc(C)cc2)c(=O)[nH]c1=O | -3%
CCOC(=O)c1ccccc1NC(=O)CSc1ncc2c(n1)-c1ccccc1N(CC)S2(=O)=O | 5%
Cc1onc(-c2ccccc2)c1C(=O)OCC(=O)NCc1ccc(F)cc1 | 8%
CCOC(=O)c1cc(NC(=O)CN2CCCC2)cc(C(=O)OCC)c1 | -5%
CCc1ccc(N(CC)C(=O)c2cc3c(=O)oc4ccc(C)cc4c3s2)cc1 | 7%
Cc1ccc(OCC(=O)Nc2ccc(C)c(S(=O)(=O)N3CCCCC3)c2)c([N+](=O)[O-])n1 | 13%
Cc1cccc(NC(=O)c2sc3nc4c(cc3c2N)CN(Cc2ccccc2)CC4)c1 | -12%

Part of the list above, with each value named:
COCCn1c(N)c(N(Cc2ccccc2)C(=O)CSCC(=O)Nc2ccc(C)cc2)c(=O)[nH]c1=O
- aSyn yeast rescue: -3%
CCOC(=O)c1ccccc1NC(=O)CSc1ncc2c(n1)-c1ccccc1N(CC)S2(=O)=O
- aSyn yeast rescue: 5%
Cc1onc(-c2ccccc2)c1C(=O)OCC(=O)NCc1ccc(F)cc1
- aSyn yeast rescue: 8%
CCOC(=O)c1cc(NC(=O)CN2CCCC2)cc(C(=O)OCC)c1
- aSyn yeast rescue: -5%

More records follow:
SMILES | aSyn yeast rescue
O=C(Oc1ccccc1)c1ccc2c(c1)C(=O)N(Cc1ccncc1)C2=O | -5%
Cc1ccc(-c2cc(C(=O)N(Cc3ccc(C(C)(C)C)cc3)Cc3ccco3)no2)cc1 | -14%
CCC(C(=O)Nc1cc(-c2nc3cccnc3s2)ccc1C)c1ccccc1 (stereo not given) | -31%[inhibitor]
O=C(COc1cccc(Cl)c1)N1CCC(c2nc3ccccc3s2)CC1 | 8%
CCOC(=O)Cn1c(O)c(N=NC(=O)OC)c2ccccc21 | 1%
CCCN(CCC)C(=O)Cn1c(=O)n(Cc2ccc(C(=O)NCCc3ccc(OC)c(OC)c3)cc2)c(=O)c2ccccc21 | -8%
CN1CCN(CCC(=O)N/N=C/C=C2\N(C)c3ccccc3C2(C)C)CC1 | -5%
CCOc1ccc(C(=O)Nc2cccc(OCc3cc(=O)n4cc(C)sc4n3)c2)cc1 | -7%
Cc1ccsc1C(=O)N(C)CC(=O)N(CC(C)C)c1c(N)n(CC(C)C)c(=O)[nH]c1=O | -13%
COc1ccc(C(=O)Nc2cccc(-c3cc4ccccc4oc3=O)c2)cc1[N+](=O)[O-] | 1%
Cc1cc(C)c(C)c(S(=O)(=O)N2CCNC(=O)C2)c1C | -5%
COc1ccc(-n2nc3c(N4CCCC(C(=O)NCCc5ccccc5C)C4)nnc(C)c3c2C)cc1 (stereo not given) | 4%
COc1ccc(C(=O)NCC(=O)OCC(=O)c2c[nH]c3ccccc23)cc1 | -4%
COc1cccc(Cn2cc(C(=O)c3ccccc3)c(=O)c3cc4c(cc32)OCO4)c1 | -1%
COc1cc(/C=C/C(=O)O)cc(S(=O)(=O)Nc2ccccc2Oc2ccccc2)c1OC | -1%
Cc1ccc(-c2nc3cccnc3s2)cc1NS(=O)(=O)c1ccc2c(c1)OCCO2 | 2%
O=C(OCC(=O)c1ccc[nH]1)c1ccc(Cl)nc1 | 0%
COc1ccc(N2C(=O)CSC23C(=O)N(Cc2ccccc2F)c2ccccc23)cc1Cl (stereo not given) | -3%
COc1cc(/C=C/c2cccc[n+]2C)ccc1OCC(=O)Nc1ccccc1C | -1%
Cc1cc(OC(=O)Nc2ccccc2)ccc1Cl | 0%

The list goes on.
SMILES | aSyn yeast rescue
COCCNC(=O)c1ccc2c(c1)N(Cc1cccc(Cl)c1)C(=O)c1ccccc1S2=O (stereo not given) | 1%
CC1(C)Oc2ccc3ccc(=O)oc3c2/C(=C/Nc2ccc(O)cc2)C1=O | -5%
Cc1ccccc1CS(=O)(=O)Cc1ccc(C(=O)NCCc2ccc(Cl)cc2)o1 | 3%
COc1ccc(CC(=O)N/N=C(\C)c2ccccn2)cc1 | 6%
O=C(CCn1cccn1)Nc1cccc(C(F)(F)F)c1 | 4%
Cc1ccc(NC(=O)Cn2nnc(-c3ccccc3)n2)c(C)c1 | 2%
COc1ccc(OC)c(/C=C/C(=O)N(C)CC(=O)Nc2cc(C)ccc2C)c1 | -16%
COc1ccc(-c2onc(C)c2C)cc1S(=O)(=O)Nc1cccc(C#N)c1 | -3%
CCN(CC)CCNC(=O)c1sc2nc(-c3ccccc3)cn2c1C | 10%
O=C(Cc1cccc(F)c1F)NC1CCCN(Cc2ccc(Cl)cc2)C1 (stereo not given) | 4%
O=C(CCCn1c(=O)c2ccccc2n(CC(=O)Nc2ccc(F)cc2F)c1=O)NCc1ccccc1Cl | -7%
COc1cccc(CC(=O)Nc2ccc3nc(N4CCC(C)CC4)cc(C)c3c2)c1 | 1%
COC(=O)[C@@H](NC(=O)NC1CCCCC1C)C(C)C (stereo not given in full) | 8%
CCC1CCCCN1Cc1nc2c(c(=O)n(C)c(=O)n2C)n1CC(C)C (stereo not given) | -11%
COc1cc(OC)c(OC)cc1CN1CCN(S(=O)(=O)c2ccc(NC(C)=O)cc2)CC1 | -9%
CN1C(=O)C2(c3ccccc31)N(c1cccc(C(F)(F)F)c1)C(=O)CS2(=O)=O (stereo not given) | -2%
Cc1ccc(-c2cc(C(=O)N3CCN(c4ccccc4)CC3)c3ccccc3n2)cc1C | -20%
COc1cc(NC(=O)CCc2c(C)nc3nc(-c4cc(OC)cc(OC)c4)nn3c2C)cc(OC)c1 | -7%
O=C(O)c1cccc(-n2cccc2C=C2C(=O)c3ccccc3C2=O)c1 | -7%
Cc1cc(C)cc(N(CC(=O)NC2CCCC2)S(=O)(=O)c2c(C)[nH]c(=O)[nH]c2=O)c1 | -6%

(further entries)
SMILES | aSyn yeast rescue
Cn1nc(C(=O)OCC(=O)NC2CCS(=O)(=O)C2)c2ccccc2c1=O (stereo not given) | 6%
c1ccc(-c2csc3ncnc(NCc4ccccn4)c23)cc1 | 15%
CC(=O)c1ccc(NC(=O)Nc2ccc3snnc3c2)cc1 | -5%
COC(=O)c1c(NC(=O)c2ccc(S(=O)(=O)N3CCCCC3C)cc2)sc2c1CCN(C(C)C)C2 (stereo not given) | 5%
COc1cccc(CN2C(=O)CCC2(C)C(=O)NCCc2ccc(OC)c(OC)c2)c1 (stereo not given) | 7%
Cc1[nH]c2ccccc2c1/C=N/NC(=O)CCC(=O)Nc1ccccc1 | -4%
Cc1ccc2[nH]c(CSc3nnc(NC(=O)COc4ccccc4F)s3)cc(=O)c2c1 | -8%
COc1cccc(N2C(=O)C(CC(=O)Nc3ccc(Cl)cc3)N(Cc3ccc4c(c3)OCO4)C2=O)c1 (stereo not given) | 2%
CC1=C(C(=O)N2CCOCC2)CC(CC(=O)NC2CCCC2)C(=O)N1CCCN1CCCC1=O (stereo not given) | -6%
COc1ccc(N2CCN(CC(O)COc3ccc(C)c(C)c3)CC2)cc1 (stereo not given) | -10%
CCc1ccc(-n2c3nc(=O)[nH]c(=O)c-3cc3c(C)nn(-c4ccccc4)c32)cc1 | 5%
COc1ccc(-c2nc(CS(=O)CC(=O)NCc3cccnc3)c(C)o2)cc1OC (stereo not given) | -1%
COc1ccc(C)c2sc(=NC(=O)C(C)C)n(C)c12 | 5%
COC(=O)c1cc2oc(C)cc2n1Cc1ccc(Cl)cc1 | 0%
Cn1c(=O)cc(OCC(=O)NCCCN2CCN(Cc3ccccc3)CC2)c2ccccc21 | 0%
